# Assay outcomes (PubChem)
# EphB4 ephrin blk = blocks human EphB4 binding to ephrin-B2. P54760. EphB4 LBD / TNYL-RAW-Alexa532 peptide, fluorescence polarization. inhibition, % at 7 µM. 97,000 compounds, 0.15% hits;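 active = inhibition above the screen-wide mean inhibition plus 3 SD, cut at about 15% in these data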;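 note: 0% = DMSO wells and 100% = excess unlabeled TNYL-RAW peptide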
# E coli WT exp = growth inhibitors of E. coli BW25113 wild type; 98,000 compounds, 0.15% hits; growth inhibition, % at 100 µM; OD600 absorbance; AID 710;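 active = growth inhibition above about 50% at one test dose, limit read from the data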;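 note: growth measured after 20 h incubation at 37 °C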
# PostGolgi yeast = growth inhibition of a yeast mutant, post-Golgi transport screen; post-Golgi transport phenotypic cell assay; inhibition, % at 10 µM; 98,000 compounds, 0.9% hits; AID 739; in the data active = inhibition above about 30%;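 note: yeast cells grown in 1536-well plates; yeast grown about 18 h at 30C before absorbance read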
# PLAP activator = human PLAP activation; purified PLAP enzyme, luminescent substrate read-out; hits give high values; activation fold at 20 µM; 96,000 compounds, 1.2% hits; in the data active = activation fold above about 2
# CYP2C9 act = CYP2C9 (human) activation; recombinant CYP2C9, luciferin-H conversion, luminescence; hits give high values; factor 1 = untreated enzyme, 0 = blocked; 96,000 compounds, 1.4% hits; P11712; activation factor at 5 µM;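 active = activation factor of 2 or more for CYP2C9 at a 5 µM dose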;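 note: 0 = sulfaphenazole-blocked wells and 1 = vehicle-only wells; values of inactives mirror those of a sister screen read the other way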
# CYP2C9 inh = human CYP2C9 inhibition. P11712. CYP2C9 Supersomes, luciferin-H conversion, luminescence. inhibition, % at 5 µM. 96,000 compounds, 20% hits. AID 777;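 active = blocking of liver enzyme CYP2C9 beyond about 50% at 5 µM, limit read from the data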; note: values of inactives mirror those of a sister screen read the other way
# PTK2B oligo ant = Pyk2 (human) oligomerization antagonism; Q14289; Q293 cells, Pyk2 FERM NanoBiT luminescence; hits give low values; z-score (the deposit names both 25 µM and 10 µM); 99,000 compounds, 0.83% hits; AID 1347419;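 active = Z-score of -3 or lower, scaled per plate to the spread of control and sample wells; inactive = z-score above -3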;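 note: negative z-score means lost luminescence so less FERM oligomerization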
# Target sequence (Q14289 whole entry, looked up): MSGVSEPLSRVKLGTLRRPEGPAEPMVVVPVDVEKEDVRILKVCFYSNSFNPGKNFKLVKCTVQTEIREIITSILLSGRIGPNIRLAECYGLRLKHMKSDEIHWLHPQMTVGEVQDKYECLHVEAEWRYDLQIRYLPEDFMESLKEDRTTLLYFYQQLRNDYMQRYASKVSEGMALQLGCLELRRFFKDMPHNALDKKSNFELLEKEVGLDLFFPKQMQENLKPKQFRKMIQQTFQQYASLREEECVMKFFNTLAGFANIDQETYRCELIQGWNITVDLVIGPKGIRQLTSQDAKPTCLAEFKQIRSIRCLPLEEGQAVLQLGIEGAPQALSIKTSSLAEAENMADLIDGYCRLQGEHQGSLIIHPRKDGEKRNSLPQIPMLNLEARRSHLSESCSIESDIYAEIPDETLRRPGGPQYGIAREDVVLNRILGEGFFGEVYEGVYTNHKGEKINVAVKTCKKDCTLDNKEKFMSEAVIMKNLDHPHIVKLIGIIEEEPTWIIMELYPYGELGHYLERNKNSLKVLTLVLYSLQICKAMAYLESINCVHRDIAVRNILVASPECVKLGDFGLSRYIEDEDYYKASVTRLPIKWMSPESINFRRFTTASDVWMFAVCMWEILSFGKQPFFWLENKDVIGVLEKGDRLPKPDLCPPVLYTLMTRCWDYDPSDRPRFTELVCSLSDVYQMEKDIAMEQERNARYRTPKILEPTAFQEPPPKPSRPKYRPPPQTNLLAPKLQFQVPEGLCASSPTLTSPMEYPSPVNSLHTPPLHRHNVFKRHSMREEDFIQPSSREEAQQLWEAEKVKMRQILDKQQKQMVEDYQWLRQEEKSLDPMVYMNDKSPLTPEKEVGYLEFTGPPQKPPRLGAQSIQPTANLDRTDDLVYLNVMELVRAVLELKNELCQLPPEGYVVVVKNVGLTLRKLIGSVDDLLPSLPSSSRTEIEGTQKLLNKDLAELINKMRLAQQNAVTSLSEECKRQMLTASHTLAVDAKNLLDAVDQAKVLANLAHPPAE
# CYP2C19 inhib = human CYP2C19 inhibition | P33261 | 96,000 compounds, 21% hits | CYP2C19 Supersomes, luciferin-H EGE luminescence, 30 min | AID 778 | inhibition, % at 5 µM;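 active = CYP2C19 inhibition above a set limit at 5 µM in the primary screen, cut at about 50% in these data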;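 note: plate controls were negative control wells for no effect and 2.5 mM tranylcypromine positive control for full effect; values of inactives mirror those of a sister screen read the other way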
# CYP2C19 act = increases human CYP2C19 enzyme activity | P33261 | recombinant CYP2C19, luciferin-H EGE luminescence; hits give high values; 0 = fully inhibited enzyme, 1 = untreated enzyme | activation factor at 5 µM | 96,000 tested, under 10 active | AID 1025;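 active = activation factor of at least 2 at 5 µM in the primary screen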;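 note: 0 = wells with 2.5 mM tranylcypromine and 1 = vehicle-only wells; values of inactives mirror those of a sister screen read the other way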
# Starred values were filed as active, the others as inactive; . = no result given. Compounds were not picked by outcome; 31% or so of the library scored in one or more.
SMILES,CYP2C19 inhib,CYP2C9 inh,E coli WT exp,PostGolgi yeast,EphB4 ephrin blk,PTK2B oligo ant,CYP2C19 act,PLAP activator,CYP2C9 act
O=C(CSc1nc2ccc([N+](=O)[O-])cc2[nH]1)c1ccc2ccccc2c1,28.0,54.4*,-12.0,10.3,-1.6,1.1,0.7,0.9,0.5
CCn1c(NC(=O)c2ccccc2)c(-c2cccs2)c(=O)c2ccccc21,-4.5,86.7*,-1.0,-1.0,-5.9,0.76,1,1.1,0.1
CCOC(=O)C(C(=O)OCC)N(C#N)c1nc(SC)nc(N(C)C)n1,45.7,-3.7,4.0,-4.7,-12.0,-1.03,0.5,1.1,1
Cc1cccc(OCc2nnc(SCc3cc(=O)n4cc(Br)ccc4n3)o2)c1,91.7*,89.5*,-1.0,7.8,.,0.57,0.1,1.6,0.1
Cc1ccc(C(=O)NC2CCCCCC2)o1,35.0,3.0,4.0,0.0,-2.1,0.52,0.7,0.9,1
Cn1c(=O)c2cc(S(=O)(=O)NC(C(=O)Nc3cccc(F)c3)c3ccccc3)ccc2n(C)c1=O (stereo not drawn),21.9,23.2,4.0,-0.6,0.4,.,0.8,1.2,0.8
CS(=O)(=O)Nc1ccc(C(=O)Nc2ccccc2C(=O)N2CCCC2)cc1,4.5,31.0,-1.0,15.9,0.3,0.21,1,1.3,0.7
Cn1c(Cc2csc(N)n2)nnc1SCC(=O)NCc1ccccc1,8.5,2.0,1.0,-1.3,2.4,0.09,0.9,0.9,1
C/C(N)=C(/C#N)C(=O)CSc1nc2ccc(C)cc2[nH]1,88.4*,62.6*,6.0,0.9,.,-0.19,0.1,1.9,0.4
CCCCCCn1c(CN2CCCC(C)C2)nc2c1c(=O)n(C)c(=O)n2C (stereo not drawn),2.2,9.5,-8.0,4.0,4.0,0.18,1,1.4,0.9
COCCn1c(C)cc2c(c1=O)C(c1ccccc1F)C(C#N)=C(N)O2 (stereo not drawn),0.8,10.3,-4.0,4.1,-6.5,0.48,1,0.9,0.9
Cc1cc2c(c(=O)o1)C(C(C)C)C(C#N)=C(N)O2 (stereo not drawn),56.6*,0.0,-1.0,0.6,-3.4,0.13,0.4,0.9,1
CC1(C)CC(=O)C=C(NCc2ccncc2)C1,31.5,7.3,1.0,-0.2,-13.8,0.49,0.7,1,0.9
COc1ccccc1NC(=O)CN1CCC(C(=O)c2ccc(F)cc2)CC1,52.1*,-11.0,5.0,-5.3,1.4,0.22,0.5,1.2,1.1
C#CCOC(=O)Nc1cccn(Cc2c(Cl)cccc2Cl)c1=O,65.2*,-96.6,-3.0,2.8,-0.6,-0.49,0.3,1,2*
O=C(NCc1ccccc1)C(c1ccco1)N(C(=O)c1cnccn1)c1ccc(F)cc1 (stereo not drawn),39.2,-2.4,7.0,1.6,3.0,-0.42,0.6,1,1
COc1ccc2nc(NC(=O)CSc3nc(C)cc(=O)[nH]3)sc2c1,21.7,51.8*,-2.0,0.2,2.7,0.65,0.8,1.3,0.5
C/C(=N\NC(=O)c1ccc(Br)cc1)C1C(=O)c2ccccc2C1=O,-8.9,33.0,18.0,-3.7,-5.0,-2.7,1.1,0.9,0.7
CC(=O)NCC(=O)N(c1c(C)n(C)n(-c2ccccc2)c1=O)C1(C(=O)NC2CCCC2)CCCCC1,0.9,-8.2,-3.0,-6.5,.,0.35,1,1.6,1.1
CC(=O)CCC(=O)NCCc1ccccc1F,26.0,-2.9,6.0,4.2,1.8,0.16,0.7,1,1

# Remaining list, next part:
SMILES,CYP2C19 inhib,CYP2C9 inh,E coli WT exp,PostGolgi yeast,EphB4 ephrin blk,PTK2B oligo ant,CYP2C19 act,PLAP activator,CYP2C9 act
Cc1ccc(-c2nc(SCC(N)=O)c(C#N)c3c2CCCC3)cc1,64.6*,38.5,-8.0,6.8,1.1,-1.33,0.4,0.9,0.6
O=c1c2ccccc2nnn1Cc1ccccn1,-3.2,-10.0,8.0,-3.9,1.1,1.26,1,0.8,1.1
CCN1C2=C(C(=O)CCC2)C(c2ccc(O)cc2)C2=C1CCCC2=O,-7.3,-3.7,6.0,-4.8,-1.2,0.62,1.1,1,1
O=C(c1cccc(Cl)c1)N1CCN(C2CCCCCC2)CC1,19.0,8.9,-1.0,1.9,-1.2,0.69,0.8,1.4,0.9
CN(C)S(=O)(=O)N1CCN(C(=O)N2CCCCC2)CC1,31.6,6.0,-2.0,-0.8,0.7,-0.3,0.7,1.1,0.9
COc1ccccc1OCC(O)Cn1c(=N)n(CCN2CCCCC2)c2ccccc21 (stereo not drawn),-12.9,-12.8,3.0,-0.5,-8.3,1.17,1.1,1.3,1.1
CCn1cc(Br)c(C(=O)NC(C)c2ccccc2)n1 (stereo not drawn),32.8,-54.6,4.0,-10.3,7.6,1.92,0.7,0.9,1.5
O=C(Nc1ccc2nsnc2c1)c1ccc2c(c1)OCO2,0.9,4.1,-13.0,13.3,6.1,-1.05,1,0.8,1
O=C(C1CC(c2ccc(F)cc2)=NO1)N1CCN(c2ccccc2)CC1 (stereo not drawn),7.6,14.3,-4.0,-1.1,10.4,.,0.9,0.8,0.9
CN1c2ccccc2-c2nc3ccccc3n2C1c1ccco1 (stereo not drawn),14.2,45.9,-10.0,-12.0,-0.4,-0.3,0.9,1,0.5
COc1ccc(-c2nc(C#N)c(NCc3ccc(C)cc3)o2)cc1OC,14.8,52.7*,-15.0,3.1,-2.9,-1.37,0.9,1,0.5
CCC(Sc1nc2c(cnn2-c2ccc(Cl)cc2)c(=O)[nH]1)C(=O)OC (stereo not drawn),3.5,29.0,-10.0,-13.6,.,.,1,1.5,0.7
COc1ccc(S(=O)(=O)N2CCCCCC2)cc1C(=O)OCC(=O)NCC(C)C,34.6,40.7,2.0,-1.5,2.5,0.03,0.7,1.3,0.6
CCS(=O)(=O)Nc1ccc(C2=NN(S(=O)(=O)c3ccc(F)cc3)C(c3ccco3)C2)cc1 (stereo not drawn),82.8*,87.7*,-9.0,2.5,2.4,-0.91,0.2,1.5,0.1
c1cnc(NC2CCCCCC2)nc1,-14.6,-8.8,5.0,7.3,6.7,0.37,1.1,0.9,1.1
COc1ccc(-c2noc(CCC(=O)NCc3cccnc3)n2)cc1OC,18.9,53.6*,-5.0,-3.0,.,0.3,0.8,1.1,0.5
Cc1nc2sc(C(c3cccc(F)c3)N3CCN(C(=O)c4ccco4)CC3)c(O)n2n1 (stereo not drawn),0.0,3.4,2.0,-4.6,-3.9,0.38,1,1.5,1
COCCNC(=O)Cc1cn(C)c2ccccc12,8.8,-7.6,0.0,-1.6,-0.2,0.83,0.9,0.9,1.1
c1ccc(CCc2nc(-c3ccccn3)no2)cc1,54.8*,5.9,3.0,6.7,-13.7,-0.02,0.5,0.9,0.9
CC(=O)Oc1ccc(OC(C)=O)c(SCCCCCN2CCOCC2)c1,8.7,-4.3,-1.0,6.4,1.1,0.63,0.9,1.1,1

# Only EphB4 ephrin blk, CYP2C9 inh and CYP2C19 inhib (3 entries from above):
smiles	EphB4 ephrin blk	CYP2C9 inh	CYP2C19 inhib
Cn1c(Cc2csc(N)n2)nnc1SCC(=O)NCc1ccccc1	2.4	2.0	8.5
C/C(N)=C(/C#N)C(=O)CSc1nc2ccc(C)cc2[nH]1	.	62.6*	88.4*
CCCCCCn1c(CN2CCCC(C)C2)nc2c1c(=O)n(C)c(=O)n2C (stereo not drawn)	4.0	9.5	2.2

# The list continues:
SMILES,CYP2C19 inhib,CYP2C9 inh,E coli WT exp,PostGolgi yeast,EphB4 ephrin blk,PTK2B oligo ant,CYP2C19 act,PLAP activator,CYP2C9 act
CCCCOc1cccc(C2(C(=O)O)CCCC2)c1,28.7,33.1,6.0,-1.4,2.1,2.46,0.7,1,0.7
CC(=O)Nc1cccc(C(=O)OC(C(=O)c2ccc(C)c(C)c2)c2ccccc2)c1 (stereo not drawn),0.4,4.4,-7.0,-1.6,6.8,-1.76,1,0.9,1
CN(N)c1nc(-c2ccccc2)nnc1C(F)(F)F,30.5,-24.1,-10.0,4.0,-7.2,-1.68,0.7,0.9,1.2
COc1ccc(C(C)=O)cc1CN1C(=O)NC2(CCCCCC2)C1=O,88.3*,29.0,-15.0,-11.5,-2.9,-1.18,0.1,1.1,0.7
Cc1ccc(-c2nn(Cc3ccccc3)cc2/C=C/C(=O)O)cc1C,75.8*,45.4,-1.0,-5.0,-1.4,-0.6,0.2,1.5,0.5
COC(=O)c1ccc(NC(=O)CSc2nnc(C)n2-c2ccccc2)cc1,1.6,-7.2,-12.0,-15.9,2.2,-1.31,1,1.6,1.1
CCc1ccc(N(CC(=O)NC2CCCC2)S(=O)(=O)c2c(C)noc2C)cc1,6.9,64.5*,-15.0,-10.2,-6.7,.,0.9,0.9,0.4
CCOc1ccc(NC(=O)CSc2nnc(-c3ccccc3)n2N)cc1,-9.0,1.5,6.0,8.2,6.4,0.44,1.1,1.2,1
CC1CCCCN1S(=O)(=O)c1ccc2c(c1)CCN2C(=O)C1CCC1 (stereo not drawn),26.0,40.6,4.0,2.4,-1.2,-0.51,0.7,1,0.6
O=C(Cc1ccc(F)cc1)NC1CCCC1,43.4,-37.8,10.0,-1.9,-1.2,0.67,0.6,1,1.4
CCc1nnc(NC(=O)CSc2nc3c(c(=O)n2-c2ccccc2OC)SCC3)s1,11.4,7.3,1.0,17.4,.,-2.9,0.9,1,0.9
CC1=CC(C)(C)N(C(=O)CSc2nccn2C)c2cc(C)ccc21,82.8*,61.4*,7.0,5.1,4.2,-0.38,0.2,1.5,0.4
Cc1nc(SCC(=O)N2CCc3ccccc3C2)c2c(C)c(C)sc2n1,20.0,55.9*,-16.0,15.3,4.2,0.25,0.8,1.4,0.4
COc1cccc(-c2nnc(SCC(=O)OC(C)C)n2N)c1,29.3,7.8,2.0,7.1,-6.4,1.16,0.7,0.9,0.9
CS(=O)(=O)N1CCN(C(=O)c2cc3ccccc3oc2=O)CC1,53.8*,-3.6,-3.0,-6.0,.,0.47,0.5,1,1
Cc1cc(N2CCN(C(=O)c3ccco3)CC2)n2nc(C)c(-c3ccccc3)c2n1,45.8,44.7,-2.0,30.9*,1.5,0.39,0.5,1.9,0.6
O=S(=O)(NCc1cccnc1)c1cccc2cccnc12,-5.8,-63.1,-9.0,2.8,-5.3,1.17,1.1,1.1,1.6
CC(=O)C1=C(O)C(=O)N(c2ccc(S(N)(=O)=O)cc2)C1c1ccc([N+](=O)[O-])cc1 (stereo not drawn),18.1,90.0*,-4.0,-20.3,0.4,-0.08,0.8,1,0.1
Cc1ccc(CCNC(=O)CN(C)S(=O)(=O)c2ccc3c(c2)c(=O)n(C)c(=O)n3C)cc1,15.5,9.7,-1.0,3.1,-2.4,.,0.8,1.6,0.9
O=C(Cc1ncc(C(F)(F)F)cc1Cl)N1CCN(c2cccc(Cl)c2)CC1,83.6*,-59.6,9.0,3.3,-0.6,0.09,0.2,1.4,1.6

# Continued:
SMILES,CYP2C19 inhib,CYP2C9 inh,E coli WT exp,PostGolgi yeast,EphB4 ephrin blk,PTK2B oligo ant,CYP2C19 act,PLAP activator,CYP2C9 act
CCOC(=O)c1sc(NC(=O)/C=C/c2cnn(C)c2C)c(C(=O)OC(C)C)c1C,-2.4,24.8,1.0,-7.0,-2.2,-1.25,1,1.4,0.8
CC(Sc1ccccc1)C(=O)Nc1ccc(S(=O)(=O)N2CCOCC2)cc1 (stereo not drawn),8.5,28.1,1.0,-8.1,-6.9,0.26,0.9,0.9,0.7
O=C(CS(=O)(=O)c1cccc(Cl)c1)Nc1ccccc1Cl,77.6*,-71.0,-9.0,-1.2,-0.6,0.12,0.2,0.8,1.7
CSc1cccc(NS(=O)(=O)c2cccs2)c1,31.7,13.7,13.0,-1.4,7.1,0.25,0.7,0.9,0.9
C=CCn1c(SCC(=O)C(C)(C)C)nnc1-c1cccs1,76.1*,19.0,2.0,-1.2,-5.2,-0.62,0.2,1,0.8
